High-throughput results (PubChem BioAssay)
RGS8-Gao – RGS8-Galphao binding modulators, primary screen, biochemical, multiplexed bead flow cytometry; Guanine nucleotide-binding protein G(o) subunit alpha (Homo sapiens), P09471; actives lie on both sides; response (percent of control binding), % at 10 µM; hit rate 0.34% among 220,000; in the data active means response below about 60% or above about 140%; inactive means in between;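 further: Galphao activated as the GDP aluminium fluoride complex binding bead-coupled RGS8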
Avidin bead fluor – green autofluorescence of compounds with avidin beads – biophysical, 488/530 nm, flow cytometry, artefact control, profiling panel; fluorescence (KMESF) at 10 µM; compound fluorescence 488/530 nm; stronger effect = higher value; hit rate 0.38% among 220,000; AID 1775, 2009; in the data active means fluorescence above about 47; further: inactives centre near 10
Mcl1 Bid PPI – Mcl-1/Bid binding inhibitors, primary screen, biochemical, TR-FRET, 1536-well; TR-FRET Mcl-1/Bid-Dy647 peptide binding; inhibition, % at 21.7 µM; hit rate 0.97% among 220,000; AID 1021, 2008;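 active means compounds that cut the binding signal by more than half at the single screening dose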;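 further: His-tagged Mcl-1 with europium anti-His antibody binding Bid BH3 peptide; 0% = Mcl-1 plus peptide wells and 100% = peptide-only wells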
RGS4-Gao reg – modulators of RGS4 binding to Galphao, primary screen, biochemical, multiplexed bead flow cytometry; actives lie on both sides; hit rate 0.33% among 220,000; binding response (% of control), % at 10 µM; Guanine nucleotide-binding protein G(o) subunit alpha (Homo sapiens), P09471; AID 1415, 2008; in the data active means binding response below about 49% or above about 150%; inactive means in between;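 further: fluorescent Galphao activated with aluminum fluoride binding bead-coupled RGS4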
ABCG2 block – ABCG2 efflux pump inhibitors, primary screen, multiplex with ABCB1, IgMXP3 cells, flow cytometry; JC-1 efflux; AID 1325, 2008; inhibition, % at 6.6 µM; Broad substrate specificity ATP-binding cassette transporter ABCG2 (Homo sapiens), Q9UNQ0; hit rate 0.1% among 190,000;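 active means inhibition above 80%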;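 further: 0% = DMSO and 100% = nicardipine control wells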
Target sequence (Q9UNQ0 whole entry, looked up): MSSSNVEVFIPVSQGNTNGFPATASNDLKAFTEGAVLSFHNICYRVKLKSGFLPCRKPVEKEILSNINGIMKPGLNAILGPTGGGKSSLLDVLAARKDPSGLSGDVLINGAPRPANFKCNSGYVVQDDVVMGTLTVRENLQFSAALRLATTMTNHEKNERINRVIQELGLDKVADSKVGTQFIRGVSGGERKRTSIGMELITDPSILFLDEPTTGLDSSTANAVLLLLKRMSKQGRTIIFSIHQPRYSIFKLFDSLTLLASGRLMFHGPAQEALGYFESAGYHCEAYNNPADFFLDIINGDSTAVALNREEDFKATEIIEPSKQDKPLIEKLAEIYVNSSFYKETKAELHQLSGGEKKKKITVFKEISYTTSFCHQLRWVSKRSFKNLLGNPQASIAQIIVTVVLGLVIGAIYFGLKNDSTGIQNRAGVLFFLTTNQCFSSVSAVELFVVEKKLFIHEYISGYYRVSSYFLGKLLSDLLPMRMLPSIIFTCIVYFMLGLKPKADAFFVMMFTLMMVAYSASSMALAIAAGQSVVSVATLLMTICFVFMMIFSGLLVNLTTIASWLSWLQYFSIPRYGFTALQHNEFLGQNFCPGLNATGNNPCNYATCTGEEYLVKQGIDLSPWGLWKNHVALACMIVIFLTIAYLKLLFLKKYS
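Assay system – ABCG2 IgMXP3 and barcoded ABCB1 CCRF-Adr cell mix · Input – 3 million cells/mL in well · Reagent – JC-1 fluorescent substrate · Compound – single test compound dose, 6.6 µM final · Timing – 10 min exposure at 25 °C with rotation, no wash · Detection – flow cytometry of retained JC-1 fluorescence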
Mcl1-Noxa inh – Mcl-1/Noxa binding inhibitors, primary screen, biochemical, TR-FRET, 1536-well. Induced myeloid leukemia cell differentiation protein Mcl-1 (Homo sapiens), Q07820. TR-FRET Mcl-1/Noxa peptide binding, 2 h. inhibition, % at 21.7 µM. hit rate 1.5% among 220,000. AID 1022, 2008;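 active means compounds that cut the protein-peptide binding signal by more than 50% relative to plate controls in a single-dose test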;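 further: His-tagged Mcl-1 with rhodamine Noxa BH3 peptide and terbium anti-His antibody; 0% = Mcl-1 plus Noxa peptide wells and 100% = peptide-only wells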
GSH fluor – compound fluorescence on glutathione beads, profiling panel, artefact control, biophysical, 488/530 nm, flow cytometry; GSH beads flow cytometry, compound fluorescence 488/530 nm; stronger effect = higher value; fluorescence (KMESF) at 10 µM; hit rate 0.25% among 190,000; in the data active means fluorescence above about 89;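 further: glutathione beads carrying GST-tagged Bcl family fusion proteins plus one bare bead set; values are compound well signal with DMSO vehicle wells as background; inactives centre near 16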
Bim-Mcl-1 – inhibitors of Bim peptide binding to Mcl-1, primary screen, biochemical, bead-based flow cytometry, multiplex | AID 1009, 2008 | hit rate 0.1% among 190,000 | inhibition, % at 10 µM | Induced myeloid leukemia cell differentiation protein Mcl-1 (Homo sapiens), Q07820 | Bim peptide-Mcl-1 binding; in the data active means inhibition above about 40%;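 further: 0% = no compound tracer wells and 100% = peptide blocker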
Pf gametocyte – late stage P. falciparum gametocyte viability inhibitors, primary screen, ATP luminescence, HTS. AID 743093, 2013. inhibition, % at 10.9 µM. P. falciparum stage V gametocytes, 24 h. hit rate 0.065% among 150,000;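 active means inhibition above the mean plus 3 SD of compounds within the control limits, set per campaign, cut at about 38% in these data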;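 further: 0% = DMSO wells and 100% = medium only without gametocytes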
RGS7-Gao – RGS7-Galphao binding modulators, primary screen, biochemical, multiplexed bead flow cytometry; Guanine nucleotide-binding protein G(o) subunit alpha (Homo sapiens), P09471; binding response (% of control), % at 10 µM; actives lie on both sides; hit rate 0.35% among 220,000; in the data active means binding response below about 49% or above about 150%; inconclusive means no clear call, values can overlap the other calls; inactive means in between;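 further: fluorescent Galphao held in activated GDP-AlF4 state binding bead-coupled RGS7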
ABCB1 inh – ABCB1 efflux pump inhibitors, primary screen, cell-based, multiplex, flow cytometry, ABCG2 counter-screen; ATP-dependent translocase ABCB1 (Homo sapiens), P08183; CCRF-Adr cells, JC-1 efflux; inhibition, % at 6.6 µM; hit rate 0.067% among 190,000; AID 1326, 2008; in the data active means inhibition above about 40%;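 further: 0% = vehicle and 100% = reference inhibitor; higher value means more JC-1 retained so stronger ABCB1 efflux block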
The depositor's hits bear a star; ? = inconclusive; . = no result given.

Structure	RGS7-Gao	RGS8-Gao	Mcl1-Noxa inh	ABCG2 block	Pf gametocyte	Avidin bead fluor	GSH fluor	Mcl1 Bid PPI	Bim-Mcl-1	ABCB1 inh	RGS4-Gao reg
CN1CCN(C(=S)c2ccc(-c3cccc(Cl)c3Cl)o2)CC1	101	103	40	-4	18	5	11	-60	-7	-0.8	101
CC(=O)Nc1ccc(/C=N/Nc2nc3ccccc3[nH]2)cc1	100	103	35	0	7	13	11	-52	-3	0.1	100
Cc1ccc(NC(=O)CC(=O)c2ccc([N+](=O)[O-])cc2)cc1S(=O)(=O)Nc1cccc(Cl)c1	101	101	14	-7	-11	8	9	-15	3	-1.9	103
COC(=O)c1cccc(NC(=O)CSc2nnc(COc3cccc(C)c3)n2C)c1	99	100	13	11	.	8	54	-17	0	0.6	104
O=C(Cc1ncc(C(F)(F)F)cc1Cl)Nc1cccc(Br)c1	96	100	16	1	17	10	30	9	0	0.0	94
O=C(c1ccc(F)cc1)N1CCCCC(S(=O)(=O)c2ccccc2)C1=O (centres undefined)	98	104	1	3	5	3	21	-8	-4	0.6	97
COc1ccc(-c2csc(NC(=O)CCn3cnc4ccccc4c3=O)n2)cc1OC	100	104	37	55	-5	5	13	-18	-4	2.2	104
CC(C)(C)CC(=O)Nc1cc(S(=O)(=O)N2CCCCCC2)ccc1Cl	102	103	4	7	11	4	16	-24	0	0.6	103
Cc1cc(C)c(S(=O)(=O)N2CCCOC2CNC(=O)C(=O)NCc2cccs2)c(C)c1 (centres undefined)	99	105	7	8	-22	3	15	12	-3	0.2	101
O=[N+]([O-])c1ccccc1/C=N\N1CCN(c2ccccc2)CC1	104	104	1	2	1	9	26	-72	-1	0.6	100
Cc1ccc(S(=O)(=O)N2CCN(C(=O)CN3CCc4ccccc4C3)CC2)cc1	104	103	19	-2	5	14	26	41	0	-1.6	100
CCOC(=O)C1=C(CS(=O)(=O)c2ccc(C)cc2)NC(=O)NC1c1ccc(O)c(OC)c1 (centres undefined)	?	100	26	.	-11	10	.	-3	.	.	97
O=C(c1ccc2c(c1)N(Cc1ccccc1)C(=O)CS2)N1CCOCC1	95	97	-12	0	-13	9	16	-7	-4	0.1	96
CCN(CC(=O)Nc1cccc(OC)c1)c1ncnc2sc(C)c(C)c12	99	101	4	8	.	10	12	0	-4	1.3	101
CC1=Nc2ccccc2N=C(NC(=O)CN2CCN(c3ccccc3)CC2)C1c1ccccc1 (centres undefined)	104	102	12	6	10	7	20	-12	0	6.8	102
CCOC(=O)c1c(NC(=O)c2ccc(N3C(=O)[C@@H]4[C@H](C3=O)[C@H]3C=C[C@@H]4C3)cc2)sc2c1CCCC2	100	101	-3	21	-5	18	15	-50	-4	3.6	101
Cc1nn(C)c(C)c1/C=C(/C(=O)C(C)(C)C)n1cncn1	?	101	-5	.	1	6	.	-7	.	.	99
COc1ccc(CNC(=O)C2CCCN2S(=O)(=O)c2ccc(F)cc2)cc1 (centres undefined)	105	103	-21	0	.	12	22	-24	2	0.3	104
CCOC(=O)c1cnc(SCC(=O)Nc2cc(OC)cc(OC)c2)nc1N	94	99	8	1	0	28	14	-3	0	0.1	97
CCOC(=O)c1sc(NC(=O)COc2ncnc3ccccc23)c(C(=O)OCC)c1C	100	101	18	1	-13	4	5	-12	0	1.9	102
CC(C)c1csc(CN2CCN(Cc3ccc(F)c(F)c3)C(CCO)C2)n1 (centres undefined)	102	97	11	11	-1	7	19	-20	-2	0.8	100
O=C(c1cccs1)N1CCN(Cc2cccc([N+](=O)[O-])c2)CC1	97	98	14	10	2	6	16	33	-3	1.6	97
CCN(Cc1ccncc1)C(=O)c1ccc2c(c1)S(=O)(=O)c1ccccc1C2=O	?	96	-5	5	-5	8	12	-14	-2	2.3	94
COc1cc(CN(C)CC(=O)c2[nH]c(C)c(C(C)=O)c2C)ccc1OC(F)F	102	104	10	5	-13	23	25	-6	0	1.2	102
COc1cccc(CNC(=O)C2CCC(CNc3nc(=S)[nH]c4ccccc34)CC2)c1 (centres undefined)	102	105	-25	1	1	11	13	31	2	0.8	103
FC(F)(F)c1cc(-c2ccccc2)nc2nc(N3CCOCC3)sc12	98	99	0	8	.	6	11	-13	-1	0.3	100
CC(C)OC(=O)c1ccc(N)cc1	101	104	-6	4	-8	10	11	3	11	0.5	103
CCCc1nn2c(=O)cc(O)nc2s1	98	101	20	0	-4	12	4	-41	-2	0.3	101
Cc1cccc(C)c1NC(=O)COC(=O)c1ccc2c(c1)OCO2	98	106	-8	0	-6	25	12	4	0	0.3	101
N#CCCn1c(Cl)nc2ccccc21	97	100	-9	0	3	7	5	-12	0	-0.2	101
Cn1cnc([N+](=O)[O-])c1Sc1nc2ccccc2[nH]1	?	105	20	.	5	4	.	1	.	.	101
CCOc1ccc2[nH]c(C)c(CN3CCCCC3)c(=O)c2c1	110	133	-2	1	2	13	24	-29	1	0.2	112
COc1ccccc1NC(=O)CCC(=O)OCc1cccc([N+](=O)[O-])c1	100	100	13	2	15	9	20	-7	0	0.3	101
C[N+]1(CC#CC(O)(c2ccccc2)c2ccccc2)CCCC1	103	102	33	-1	-4	11	19	25	-3	1.0	104
Cc1ccc(C(=O)O)cc1NC(=S)NC(=O)c1ccc([N+](=O)[O-])c(C)c1	?	99	11	8	2	13	15	-24	-2	-0.1	101
O=[N+]([O-])c1cc2c(cc1/C=N/n1c(-c3ccccn3)n[nH]c1=S)OCO2	84	72	27	-9	5	6	2	-46	-16	-2.2	86
O=C(COC(=O)c1ccccc1C(=O)c1ccccc1)c1ccco1	101	98	7	4	4	10	31	35	-6	0.6	102
O=C(C(Cc1ccccc1)n1cccc1)N1CCN(c2ccccc2)CC1 (centres undefined)	101	98	-2	6	.	7	18	-32	1	1.3	102
O=C(Cn1cnc2cc([N+](=O)[O-])ccc2c1=O)Nc1ccccc1Cl	?	97	14	.	12	3	.	-19	.	.	102
Cc1ccc(Cn2c(N/N=C/c3ccncc3)nc3c2c(=O)n(C)c(=O)n3C)cc1	?	101	7	.	22	8	.	-13	.	.	105
CS/C(=N\S(=O)(=O)c1cccs1)Nc1ccc(N2CCOCC2)cc1	101	101	7	0	.	10	7	-36	4	0.2	99
COc1ccc2c(c1)Sc1ccccc1N2	?	101	38	-1	2	10	13	-52	1	-0.6	101
CCCCP(=O)(CCCC)CCP(=O)(c1ccccc1)c1ccccc1	106	105	15	13	7	8	19	-1	-5	2.1	104
COc1ccc(CNc2nc3nc(C)cc(C)n3n2)cc1	98	102	5	2	.	35	17	-4	1	0.5	104
CCc1nc(SCC(=O)N2CCN(C(=O)c3ccco3)CC2)c2c3c(sc2n1)CCCC3	102	100	11	2	.	12	30	10	-5	2.9	102
Cc1nc2n[nH]c(N)c2c2c1COC(C)(C)C2	96	102	-15	0	.	9	28	-40	2	0.3	99
Cc1ccc(C)c(SCC(=O)Nc2cc(C)nn2-c2ccc(F)cc2)c1	111	118	21	48	.	23	10	-6	-3	2.1	109
COc1ccc(N2C(=O)CCC2=O)c(OC)c1	?	99	-8	4	4	13	14	-4	0	0.8	100
O=C(NCc1nc2ccccc2[nH]1)c1cccc(S(=O)(=O)N2CCCCC2)c1	?	100	7	2	.	9	15	4	0	0.3	97
Cc1nc(NC(=O)COC(=O)c2ccc(S(=O)(=O)N3CCc4ccccc4C3)cc2)c(Cl)cc1Cl	104	101	-12	0	11	10	14	-17	2	0.4	107

Further compounds
Structure	RGS7-Gao	RGS8-Gao	Mcl1-Noxa inh	ABCG2 block	Pf gametocyte	Avidin bead fluor	GSH fluor	Mcl1 Bid PPI	Bim-Mcl-1	ABCB1 inh	RGS4-Gao reg
C/C(=N\NC(=O)c1ccc(N(C)C)cc1)c1ccc(C)cc1C	102	104	10	1	-6	7	10	-79	-5	0.0	107
Cc1ccc(-c2noc(CCC(N)=O)n2)cc1	100	100	11	9	10	19	20	-3	0	0.2	96
CN(C)S(=O)(=O)c1ccc2oc(SCC(=O)Nc3ccccc3F)nc2c1	?	98	15	2	1	8	12	-38	1	0.6	99
O=C(CCCCn1c(=O)c2ccccc2n(CC(=O)Nc2ccc(F)cc2)c1=O)NCc1ccco1	92	99	2	5	-8	15	39	-20	-2	0.6	98
Cc1ccc(N=Nc2ccc(O)c3ncccc23)cc1C	92	99	-28	2	-33	10	10	-55	2	0.4	96
